Screening results deposited in PubChem BioAssay by Southern Research Specialized Biocontainment Screening Center.
Salmonella PhoP GFP: PhoP regulon inhibitors, Salmonella typhi PhoP promoter GFP reporter, confirmatory (AID 1850) | Salmonella Typhi PhoP-promoter GFP reporter, fluorescence, 4 h; higher % means a stronger effect | 310,000 tested, 0.33% active | inhibition, % at 50 µM, or IC50 in µM where a hit was titrated; in the data active means a potency from the dose series; inconclusive means inhibition mostly from about 25% at the one dose, without a potency; inactive means the rest, 99 in 100 with inhibition below about 19%;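 further: 0% = induced wells with vehicle and 100% = uninduced wells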
H37Rv inhibition: M. tuberculosis growth inhibition, HTS (AID 449762); 330,000 tested, 0.59% active; M. tuberculosis H37Rv growth inhibition, 7H9 media; higher % means a stronger effect; inhibition, % at 25 µM; hits with a dose series show IC50 in µM; in the data active means a potency from the dose series; inconclusive means inhibition above about 70% without an active follow-up result;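 further: bacterial growth assessed after seven days of incubation; strong numbers were not always called active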
M. tuberculosis: growth inhibition of non-replicating M. tuberculosis (AID 488890). one-dose inhibition, % at 25 µM; IC50 in µM for titrated hits. Mycobacterium tuberculosis non-replicating, growth inhibition; higher % means a stronger effect. 320,000 tested, 0.39% active; in the data active means a potency from the dose series; inconclusive means inhibition mostly from about 82% at the one dose, without a potency; inactive means the rest, 99 in 100 with inhibition below about 76%;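 further: plate controls were DMSO cells for no effect and high antibiotic wells for full effect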
VEEV TC-83 Vero: inhibitors of VEEV TC-83 cytopathic effect, confirmation, Vero cells (AID 588727) | 350,000 tested, 0.13% active | inhibition, % at 20 µM; hits with a dose series show IC50 in µM | Vero cells, VEEV TC-83 cytopathic effect inhibition; higher % means a stronger effect; in the data active means a potency from the dose series; inconclusive means inhibition mostly from about 14% at the one dose, without a potency; inactive means the rest, 99 in 100 with inhibition below about 12%; further: strong numbers were not always called active
influenza NS1A: H1N1 influenza NS1A inhibitors, functional cell based assay (AID 504329); NS1A functional cell-based assay, percent inhibition; higher % means a stronger effect; inhibition, % at 12.5 µM; hits with a dose series show IC50 in µM; 340,000 tested, 0.3% active; in the data active means a potency from the dose series; inconclusive means inhibition above about 27% without an active follow-up result; further: strong numbers were not always called active
VEEV TC-83 Vero 10K pilot screen: second read-out of VEEV TC-83 Vero, no call of its own (marks repeat the call); inhibition, %; measured here: 10K pilot screen inhibition
* = called active by the depositor; i = inactive; ? = inconclusive; . = not tested or not shown.

SMILES	Salmonella PhoP GFP	H37Rv inhibition	M. tuberculosis	VEEV TC-83 Vero	influenza NS1A	others
O=C(O)c1cc(S(=O)(=O)N2CCCc3ccccc32)ccc1Cl	2%	4%	4%	0.5%	-10%
CCN(C(=O)CSc1nnc(C)n1-c1cccc(C)c1)C1CCS(=O)(=O)C1 (configuration not stated)	.	4%	-11%	1.9%	-22%
O=C(O)/C=C/C(=O)NNC(=O)c1ccccc1Br	9%	-10%	-17%	i	8%
CC1(C)CC(=O)C(C=NCCN2CCN(C3CC(=O)N(c4ccc(F)cc4)C3=O)CC2)=C(O)C1 (configuration not stated)	-3%	-2%	2%	0.3%	-2%
CC1Cc2cc(S(=O)(=O)NCCc3ccccc3)ccc2N1C(=O)C1CC1 (configuration not stated)	-19%	1%	16%	i	9%
COc1cccc(NC(=O)CN2C(=O)C3(OCCCO3)c3ccccc32)c1	4%	3%	9%	3.0%	5%
COc1cc(NC(=O)CN(C)CCOc2ccccc2)c(C)cc1[N+](=O)[O-]	-10%	5%	5%	0.9%	-2%
COc1ccc(S(=O)(=O)NCCN2CCOCC2)cc1Br	-5%	-7%	-21%	i	17%
Cc1ccc(C(=O)CSc2cnc3ccccc3n2)cc1C	-3%	8%	?	0.2%	8%
Cc1ccc(NC2CCCN(C(=O)Cc3nonc3C)C2)cc1C (configuration not stated)	-7%	4%	9%	0.8%	14%
O=C(Nc1ccc(C(=O)O)cc1)/C(=C\c1ccco1)NC(=O)c1ccco1	-1%	-7%	2%	0.4%	1%
C=CCn1c(=O)/c(=C\c2ccsc2)s/c1=C(/C#N)C(=O)NCCN1CCOCC1	-16%	6%	5%	9.6%	-11%
Cc1ccc2nc(/C(C#N)=C\c3cc(O)ccc3[N+](=O)[O-])[nH]c2c1	-3%	6%	14%	1.6%	-1%
O=C(NCc1ccncc1)Nc1ccccc1	6%	-9%	12%	2.0%	-2%	VEEV TC-83 Vero 10K pilot screen=0.0
CC1CC(c2ccccc2)NS(=O)(=O)O1 (configuration not stated)	-6%	2%	10%	0.6%	3%

Molecules shown so far with nitrogen in an aromatic ring:
SMILES	Salmonella PhoP GFP	H37Rv inhibition	M. tuberculosis	VEEV TC-83 Vero	influenza NS1A	others
CCN(C(=O)CSc1nnc(C)n1-c1cccc(C)c1)C1CCS(=O)(=O)C1 (configuration not stated)	.	4%	-11%	1.9%	-22%
Cc1ccc(C(=O)CSc2cnc3ccccc3n2)cc1C	-3%	8%	?	0.2%	8%
Cc1ccc(NC2CCCN(C(=O)Cc3nonc3C)C2)cc1C (configuration not stated)	-7%	4%	9%	0.8%	14%
C=CCn1c(=O)/c(=C\c2ccsc2)s/c1=C(/C#N)C(=O)NCCN1CCOCC1	-16%	6%	5%	9.6%	-11%
Cc1ccc2nc(/C(C#N)=C\c3cc(O)ccc3[N+](=O)[O-])[nH]c2c1	-3%	6%	14%	1.6%	-1%
O=C(NCc1ccncc1)Nc1ccccc1	6%	-9%	12%	2.0%	-2%	VEEV TC-83 Vero 10K pilot screen=0.0

Further results follow.
SMILES	Salmonella PhoP GFP	H37Rv inhibition	M. tuberculosis	VEEV TC-83 Vero	influenza NS1A	others
COc1ccc(CCN2C(=O)c3[nH]nc(-c4ccccc4O)c3C2c2cccc(Cl)c2)cc1 (configuration not stated)	-7%	1%	8%	i	2%
Cc1ccc(NC(=O)NC2CCCN2S(=O)(=O)c2ccc(Cl)cc2)cc1 (configuration not stated)	-4%	5%	18%	4.0%	2%
Cc1ccc(N2C(=O)CSC2c2cccnc2)c(Cl)c1 (configuration not stated)	4%	0%	-13%	0.3%	-20%
COC(=O)C1=CO[C@@H](O[C@@H]2O[C@H](CO)[C@@H](O)[C@H](O)[C@H]2O)C2C1C=C[C@@]2(O)CO (some centres not stated)	.	2%	-18%	1.0%	12%
Cc1noc(C)c1COc1ccc(C(=O)OCC(=O)NC23CC4CC(CC(C4)C2)C3)cc1	6%	8.3µM*	62%	2.0%	10%
CC(=O)Nc1ccc(C(=O)CN2C(=O)CSC2=O)cc1	-2%	5%	6%	0.5%	2%
CC(=O)N(CCC(Cc1ccccc1)c1ccc2c(c1)OCO2)Cc1ccccc1F (configuration not stated)	0%	-1%	7%	0.7%	-4%
CC(C)(C)c1nc2scc(-c3ccc(Br)cc3)c2c(=O)o1	-4%	11%	-11%	0.9%	6%
Cc1ccc(C(=O)N2CCCCC2)cc1S(=O)(=O)N1CCCCCC1	-9%	1%	2%	1.7%	-1%
CC(Sc1nnc(-c2ccco2)n1C)C(=O)Nc1nccs1 (configuration not stated)	12%	-2%	-5%	2.0%	-10%
O=[N+]([O-])c1ccc2[nH]cc(S(=O)(=O)N3CCN(c4cccc(Cl)c4)CC3)c2c1	-2%	63%	35%	3.2%	8%
COc1ccc(NC(=S)Nc2cc(C)[nH]n2)cc1Cl	15%	40%	?	0.0%	16%
Cn1nc(C(C)(C)C)cc1NC(=O)Nc1ccc(Cl)cc1	2%	6%	27%	1.8%	.
Cc1cccc2cc(CN(Cc3cccs3)C(=S)NCc3ccco3)c(=O)[nH]c12	-10%	6%	62%	7.6%	-3%
O=C(c1ccc(CN2CCOCC2)cc1)N1CCN(c2cccc(Cl)c2)CC1	7%	-2%	-3%	1.0%	-4%
O=C(COc1ccc(Br)cc1)Nc1ccc2oc(=O)ccc2c1	-8%	?	66%	5.5%	-14%
N#C/C(=C\c1ccc(C(=O)O)cc1)S(=O)(=O)c1cc(Br)ccc1Br	2%	-1%	8%	2.1%	-4%
CCNC(=S)NS(=O)(=O)c1ccc(C)cc1	-25%	-2%	14%	0.8%	3%
CC1CCOC(c2coc3ccccc3c2=O)O1 (configuration not stated)	-8%	-7%	11%	0.7%	1%
CC(C)c1ccc(Cc2nnc(NCCCO)[nH]c2=O)cc1	-5%	-1%	17%	1.3%	-2%
CCc1ncc(/C=C2\C(=O)Nc3ccccc32)[nH]1	-1%	1%	9%	i	3%
CC(C)(C)n1ncc2c(=O)n(CC(=O)c3ccccc3)cnc21	-4%	0%	16%	4.0%	3%	VEEV TC-83 Vero 10K pilot screen=5.0
COc1cccc2c1OC1(C)CC2/C(=C(\C)O)C(=O)N1 (configuration not stated)	-4%	4%	-24%	1.5%	-1%
O=C(OCn1nnc2ccccc2c1=O)c1ccc(O)cc1	-4%	-5%	42%	3.2%	-5%
N#C/C(=C/c1ccccc1)C(=O)NCc1ccccc1	-9%	-4%	12%	1.4%	3%
COc1cc(CNC(=O)CCCC(=O)c2ccccc2)cc(OC)c1OC	0%	-4%	-14%	0.6%	-6%
CN(C)CCN(C(=O)c1ccc(S(=O)(=O)N(C)CC2CCCO2)cc1)c1nc2cc3c(cc2s1)OCO3 (configuration not stated)	-11%	5%	0%	1.2%	-6%
O=C(c1ccc(Br)cc1)N1CCC2(CC1)NCCc1[nH]cnc12	1%	1%	-14%	1.8%	8%
NC(=O)C(C(=O)/C=C/c1ccc(Cl)cc1)=C1SCCS1	3%	-7%	16%	2.3%	2%
CCCOc1ccc(C(=O)CCNc2cccc(Cl)c2)cc1	-8%	48%	75%	0.8%	0%
C/C(=N\NC(=O)c1ccc(NS(=O)(=O)c2cccs2)cc1)c1ccccc1	5%	2%	0%	0.7%	-4%
C/C=C/c1ccc(OCC(O)CN(C)Cc2ccc(SC)cc2)c(OC)c1 (configuration not stated)	-1%	?	?	0.5%	19%
COc1ccc(NC2CCCN(C(=O)CSc3ccccn3)C2)cc1OC (configuration not stated)	-14%	-10%	-7%	0.1%	1%
Cc1c(NC(=O)OCCNC(=O)COc2c(Cl)cccc2Cl)sc(=S)n1C	-12%	-9%	-3%	i	0%
Cc1ccc(CNC(=O)CCS(=O)(=O)c2cc3c(cc2Cl)NC(=O)CO3)cc1	3%	0%	-5%	0.8%	-3%
CN(C)CCNC(=O)c1ccccc1-c1cc2ccccc2c(=O)o1	3%	1%	-6%	0.5%	-23%
COc1ccccc1NC(=O)CSc1nnc(C)n1CCc1ccccc1	0%	-4%	8%	3.6%	10%
O=C(c1ccccn1)N1CC=C(c2ccccc2)CC1	.	.	.	1.6%	7%
CCOc1ccc(Cl)cc1Nc1nc(NCCO)nc(N2CCCC2)n1	-10%	27%	1%	6.1%	6%	VEEV TC-83 Vero 10K pilot screen=5.2
CCOC(=O)c1nnn(-c2nonc2N)c1COc1c(C=O)cccc1OC	-4%	-8%	0%	1.1%	0%
O=C(Nc1ccc(F)cc1)c1cc(-c2ccncc2)nc2c(Cl)cccc12	16%	69%	22%	13%	6%
O=C(c1ccc(Br)cc1)c1coc2ccc(O)cc12	-8%	-3%	65%	5.5%	-2%
CCCCCC(=O)OC(CN1CCCCCC1)CN1CCCC1=O (configuration not stated)	1%	-9%	-17%	0.7%	2%
O=C(Oc1ccccc1Cl)c1ccc2c(=O)n3c(nc2c1)CCC3	-6%	?	2.3µM*	2.5%	-7%
CCc1ccc(NC(=O)C2CCCN2C(=O)NC2CCCCC2)cc1 (configuration not stated)	-12%	-3%	1%	0.6%	4%
S=c1[nH]nc(C2CCCCC2)n1/N=C/c1cccc(Br)c1	0%	4%	-5%	1.1%	-6%
CCC(C)NC(=O)CC1Oc2ccc(C)cc2NC1=O (configuration not stated)	-6%	-1%	3%	0.4%	1%
COc1ccc(N2Cc3ccccc3/C2=N\C(=O)Nc2ccccc2)cc1	-9%	2%	19%	2.2%	-9%
Fc1cccc(CNC2CCN(CCc3ccccc3)CC2)c1	4%	3%	5%	0.1%	-4%
O=C(COc1ccc2oc(-c3ccccc3)cc(=O)c2c1)NCc1ccco1	-5%	2%	-1%	1.4%	5%
O=C(CNC(=O)c1ccccc1Cl)c1ccccc1	-4%	7%	17%	1.5%	-7%
O=C(/C=C/c1ccccc1[N+](=O)[O-])Nc1cccc(S(=O)(=O)NC2=NCCCCC2)c1	.	-2%	29%	3.9%	-16%
Cc1cccc(/C=C(\C(=O)O)c2ccc(S(=O)(=O)N3CCCC3)s2)c1	.	-10%	31%	0.3%	1%
CC(C)(C)OC(=O)N/N=C\C=C\c1ccc2c(c1)OCO2	-5%	9%	28%	1.7%	-14%
CSc1ccccc1NP1(=O)OCC(C)([N+](=O)[O-])CO1 (configuration not stated)	.	.	.	i	0%
CSc1cccc(-c2nnc(NC(=O)c3cccc(N4C(=O)CCC4=O)c3)o2)c1	-10%	67%	?	4.7%	-6%
Cc1c(C(=O)Oc2cccc3ccccc23)cnn1-c1ccccc1	0%	24µM*	6%	6.3%	5%	VEEV TC-83 Vero 10K pilot screen=4.2
CCc1ccc2oc(=O)cc(CN3CCN(c4ccc(F)cc4)CC3)c2c1	-7%	11%	44%	i	3%
Cc1ccc(S(=O)(=O)N2CCC[C@H]2C(=O)Oc2ccccc2)cc1	.	.	.	2.6%	2%
C=CCn1c(C(C)NC(=O)C(C)(C)C)nc2ccccc21 (configuration not stated)	-5%	-4%	4%	i	-3%
(further entries)
SMILES	Salmonella PhoP GFP	H37Rv inhibition	M. tuberculosis	VEEV TC-83 Vero	influenza NS1A	others
COc1cc(CC(=O)N2CCN(C(=O)C3CCCO3)CC2)cc(OC)c1OC (configuration not stated)	.	-8%	-2%	3.0%	-7%
Cn1c(=O)[nH]c(=O)c2c1nc(N1CCCCCC1)n2CCN1CCCCCC1	-13%	2%	13%	i	10%	VEEV TC-83 Vero 10K pilot screen=0.0
Cn1c(N)c(S(=O)(=O)N2CCN(Cc3ccccc3)CC2)c(=O)n(C)c1=O	-10%	-2%	8%	0.4%	-10%
Cc1ccc(C)c(OCCC(=O)OCC(=O)Nc2cc(S(=O)(=O)N3CCOCC3)ccc2C)c1	1%	-4%	33%	7.2%	-7%
Cc1ccc(NC(=O)CSCc2n[nH]c(=O)[nH]2)c(Br)c1	7%	-8%	67%	0.8%	-7%
CCn1c2ccccc2c2cc(NC(=O)CSc3nnnn3-c3ccccc3)ccc21	-20%	38%	9%	1.6%	7%
NC(=O)c1ccsc1NC(=O)CS(=O)(=O)c1ccc(Cl)cc1	-3%	-7%	-9%	2.4%	5%
CN(C)S(=O)(=O)c1ccc(N2CCCC2)c(C(=O)NCC2CCCCC2)c1	0%	0%	72%	0.1%	5%
CCOCCn1c(C(C)C)nc2ccccc21	-13%	6%	-11%	0.9%	-7%
O=C1NC(=O)N(c2ccc(Cl)cc2)C(=O)/C1=C/c1ccc2c(c1)CCN2Cc1ccccc1Cl	.	.	.	1.3%	8%
COc1ccc(C2N(c3ccc(Cl)cc3)C(=O)C3CCCN32)cc1 (configuration not stated)	-3%	-3%	11%	0.8%	-5%
